Screens (PubChem)
OXTR potentiate: human OXTR potentiation | CHO-OTR cells, Fluo-8 calcium fluorescence, potentiator mode; 0% = oxytocin EC15, 100% = EC100 | activation, % at 3 µM | hit rate 0.061% among 320,000 | AID 2445;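 active = activation above that plate's cutoff, the mean activation of tested compounds plus 3 SD, cut at about 6.6% in these data, passing the limit was not always enough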;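 note: 100% uses oxytocin at 75 nM as the full agonist control; some results filed as inactive read as strong as hits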
Target sequence (P30559 whole entry, looked up): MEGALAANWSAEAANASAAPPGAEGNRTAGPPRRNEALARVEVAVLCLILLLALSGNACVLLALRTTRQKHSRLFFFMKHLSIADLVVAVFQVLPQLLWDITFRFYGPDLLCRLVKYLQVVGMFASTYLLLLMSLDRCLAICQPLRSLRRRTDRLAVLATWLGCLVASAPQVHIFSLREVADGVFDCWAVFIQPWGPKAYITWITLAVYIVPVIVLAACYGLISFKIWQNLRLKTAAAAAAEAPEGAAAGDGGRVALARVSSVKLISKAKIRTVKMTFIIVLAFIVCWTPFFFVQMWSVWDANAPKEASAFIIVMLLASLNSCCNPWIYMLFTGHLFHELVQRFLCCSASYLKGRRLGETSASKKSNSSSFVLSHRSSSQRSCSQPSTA
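test system = CHO-OTR cells, human receptor | compound = single-point 3.0 µM | schedule = 6 min compound pre-incubation at room temperature, 100 s kinetic read | signal = Fluo-8 no-wash calcium dye fluorescence, excitation 470-495 nm, emission 515-575 nm | repeats = single well per compound, singlicate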
CHRM4 antagonist: antagonists of human muscarinic M4 receptor (CHRM4). P08173. CHO-hM4 cells, ACh EC80, Fluo-8 calcium fluorescence. AID 624125. hit rate 0.73% among 360,000. inhibition, % at 3 µM;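 active = inhibition above its plate's cutoff, the mean inhibition of sample wells plus 3 SD, cut at about 27% in these data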;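 note: 0% = acetylcholine EC80 with DMSO and 100% = DMSO without agonist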
CHRM1 antagonist: blocks human M1 muscarinic receptor; P11229; CHO-K1 hM1, Fluo-8 calcium fluorescence, ACh EC80 antagonist; inhibition, % at 3 µM; hit rate 1.3% among 360,000;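 active = percent inhibition above its own plate's cutoff, namely the mean of that plate's compound wells plus 3 SD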;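 note: peak over basal fluorescence ratio during 140 s after agonist addition; 0% = ACh EC80 plus DMSO and 100% = DMSO alone without agonist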
Target sequence (P11229 whole entry, looked up): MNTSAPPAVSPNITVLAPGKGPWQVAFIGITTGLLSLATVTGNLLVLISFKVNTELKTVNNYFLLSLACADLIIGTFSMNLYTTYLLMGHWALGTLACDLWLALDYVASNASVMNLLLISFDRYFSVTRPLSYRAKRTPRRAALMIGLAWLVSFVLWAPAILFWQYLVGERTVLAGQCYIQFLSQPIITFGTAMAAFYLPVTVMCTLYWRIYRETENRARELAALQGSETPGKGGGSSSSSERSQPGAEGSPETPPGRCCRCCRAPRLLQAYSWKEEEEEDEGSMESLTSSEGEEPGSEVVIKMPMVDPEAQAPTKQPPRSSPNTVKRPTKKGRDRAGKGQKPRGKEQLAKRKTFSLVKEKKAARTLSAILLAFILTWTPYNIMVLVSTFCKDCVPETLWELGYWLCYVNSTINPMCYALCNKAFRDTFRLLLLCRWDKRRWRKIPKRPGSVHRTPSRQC
M1 ag parental: M1 agonist counterscreen hit in parental CHO-K1 cells; AID 602248; activation, % at 3 µM; hit rate 0.48% among 360,000; Fluo-8 calcium fluorescence; scaled to maximal ATP response, vehicle zero; in the data active = activation above about 15%;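 note: untransfected CHO-K1 host cells lacking M1 receptor as counterscreen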
M4 ag: agonists of human muscarinic M4 receptor (CHRM4). P08173. hit rate 0.14% among 360,000. CHO-K1 hM4/Gqi5, Fluo-8 calcium fluorescence; vehicle 0%, full acetylcholine response 100%. AID 624127. activation, % at 3 µM;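 active = activation above the run mean over all test wells plus 3 SD, cut at about 32% in these data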;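 note: peak over basal fluorescence ratio per well then scaled between controls; 0% = DMSO wells and 100% = acetylcholine at EC100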
M1 PAM: positive allosteric modulators of human M1 muscarinic receptor; P11229; AID 588819; CHO-K1 hM1, Fluo-8 calcium fluorescence, ACh EC20; 0% = ACh EC20, 100% = maximal ACh; hit rate 0.088% among 360,000; activation, % at 3 µM; in the data active = activation above about 19%, passing the limit was not always enough
CHRM1 agonist: agonists of human M1 muscarinic receptor. CHO-K1 hM1, Fluo-8 calcium fluorescence, agonist mode; 0% DMSO, 100% acetylcholine EC100. P11229. activation, % at 3 µM. hit rate 0.33% among 360,000. AID 588814;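 active = activation above the run's mean compound activation plus 3 SD, cut at about 16% in these data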;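 note: peak over basal fluorescence ratio within a 140 s kinetic read after compound addition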
CHO parental Ca: counter-screen: ATP calcium response change in parental CHO cells; parental CHO-K1, ATP-induced calcium, Fluo-8 fluorescence; AID 463079; hit rate 0.63% among 330,000; inhibition, % at 5.6 µM;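 active = inhibition above that plate's mean sample inhibition plus 3 SD, cut at about 26% in these data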;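 note: 0% = ATP-challenged DMSO wells and 100% = DMSO wells without ATP; some compounds past the cut are filed as inactive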
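Material: Parental CHO cells | Reagent: ATP | Compound dosing: Single nominal dose of 5.6 µM per compound | Detection: Intracellular calcium via Fluo-8 no-wash fluorescent dye | Read-out: % inhibition of ATP-induced calcium mobilization | Benchmarks: Low control ATP plus DMSO, high control DMSO only | Replicates: Singlicate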
CHO-K1 Ca antag: counter-screen for M1 antagonists: effect in parental CHO-K1 cells | hit rate 0.6% among 360,000 | ATP-induced calcium, Fluo-8 fluorescence | inhibition, % at 3 µM | AID 602250;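 active = inhibition above a per-plate cutoff, the plate's mean sample inhibition plus 3 SD, cut at about 24% in these data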;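 note: 0% = DMSO plus EC80 ATP and 100% = DMSO alone without ATP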
An asterisk follows results filed as active; x = no result given.

SMILES	OXTR potentiate	CHRM4 antagonist	CHRM1 antagonist	M1 ag parental	M4 ag	M1 PAM	CHRM1 agonist	CHO parental Ca	CHO-K1 Ca antag
O=C1NCCCCC1NS(=O)(=O)c1cccc2ccccc12 (stereo not drawn)	-6	-2	-1	0.7	1	3	0	7	-8
Cc1c(/C=N/NC(=O)C(C)(C)Oc2ccc(Cl)cc2)cnn1C	-1	-1	1	0.2	1	3	-6	-21	-6
COc1ccc(C(=O)NC2CCCc3ccccc32)c(OC)c1OC (stereo not drawn)	-3	-21	-9	1.0	3	11	0	-9	-15
O=C(CNC(=O)c1ccco1)Nc1ccc(OC(F)F)cc1	x	-6	-11	0.6	1	13	4	x	0
COc1ccc(N=C(C)C2=C(O)COC2=O)cc1	-5	-1	-29	0.5	0	8	-2	-17	-3
CN1CCN(Cc2c(C(=O)N3CCc4ccccc4C3)nc3ccc(Cl)cn23)CC1	-7	0	7	0.2	0	4	0	-18	-14
CC(C)C1O/C(=N/C(=O)Nc2ccc(Cl)c(Cl)c2)NC1=O (stereo not drawn)	-19	13	19	5.0	11	-5	5	44*	19
Cc1ccc(OCC(O)CN2C(=O)NC(C)(C)C2=O)cc1 (stereo not drawn)	-12	-1	-20	0.2	1	6	-3	-11	3
COc1ccc(Nc2cc(C)nc3ccc(OC)cc23)cc1	1	-11	-12	-0.6	1	23	-1	-11	4
CC(C)(C)c1ccc(O)c(N=Cc2cc(Br)ccc2O)c1	-4	1	-1	0.7	0	4	-5	0	-6
CC(=O)N1CCN(c2ccc(NC(=O)c3ccc(OCc4ccccc4)cc3)cc2)CC1	-12	-2	3	0.8	2	4	-3	-10	-8
CCn1c(=O)cc(SCC(=O)N2CCN(C(=O)c3ccco3)CC2)c2ccccc21	2	-10	-8	1.4	4	4	-4	-14	-12
Cc1ccc(Cn2ccc(NC(=O)c3cc(-c4ccc(Cl)cc4)on3)n2)cc1	-5	-1	-3	-0.2	1	4	-2	0	-4
CC1CCCC2(C1)NC(=S)N(c1ccccc1)N2 (stereo not drawn)	-2	12	-1	0.5	1	-9	-8	8	-5
O=C(CSc1nc(-c2ccco2)cc(C(F)(F)F)n1)Nc1ccccc1C(F)(F)F	-1	-2	-14	0.0	-1	8	-2	-24	-10
Cc1c(NC(=O)/C=C/c2cccs2)c(=O)n(-c2ccccc2)n1C	1	-12	-13	0.0	-1	16	-7	-15	-7
COc1ccc(CCNC(=O)CN(c2cccc([N+](=O)[O-])c2)S(C)(=O)=O)cc1OC	-16	1	-6	-0.3	0	13	-8	-12	-1
CCOC(=O)N1CCN(C(=O)CCSc2ccc(C)cc2)CC1	-6	8	-3	-0.8	-1	9	-1	-9	0
Cc1ccc(Nc2nc3c(c(=O)[nH]c(=O)n3C)n2Cc2ccc(F)cc2)cc1	-5	-5	-19	-0.8	-2	-6	-7	-17	-11
O=C(CNc1ccccc1)NNC1=NCCC1	0	-3	-4	-0.2	0	4	-7	1	-1
Cc1[nH]n(-c2ccc([N+](=O)[O-])cc2)c(=O)c1C=NCCc1c[nH]c2ccccc12	-5	3	-4	0.4	1	10	-6	-6	2
COc1ccc(-c2cc3c(=O)n(CC(=O)NCCCc4ccccc4)ncn3n2)cc1	-1	2	-1	0.3	1	-9	-1	7	8
CC(C)(C)c1nc2c(C#N)c(-c3ccc(Cl)cc3)ccn2n1	-9	-11	-28	1.6	5	-3	-6	3	-9
CC1CCN(CC(=O)N2CCc3ccccc32)CC1	0	-7	12	1.1	-1	0	-5	-8	-22
CCOC(=O)Cc1cc(=O)[nH]c(=O)[nH]1	-14	-3	-7	0.1	0	7	-6	-2	-3
COCCNc1cc(C)nc2c(-c3ccccc3OC)c(C)nn12	-7	-4	-5	1.2	0	3	-5	-12	-5
CCCC/C(O)=C1\C(=O)CC(C)(C)CC1=Nc1ccccc1OC	2	8	-2	0.9	-3	3	-7	-22	-11
Cc1ccc(C)c(S(=O)(=O)N2CCCC2CNC(=O)C(=O)NCc2ccccc2C)c1 (stereo not drawn)	-2	-6	-9	0.9	5	6	-5	-22	-6
CCOc1ccc(NC(=O)C(=O)NCCN2CCN(S(=O)(=O)c3ccc(C)cc3)CC2)cc1	-3	2	-7	0.8	2	5	-2	-7	-10
O=C(C[C@H]1C/C=C\CC[C@H](Cc2ccc(F)cc2)C(=O)O[C@H](c2ccccc2)CNC1=O)N[C@H](CO)Cc1ccccc1	-9	5	14	3.7	13	-7	-1	-13	7
Cc1c(C(=O)N2CCc3ccccc32)oc2c1C(=O)CC(C)(C)C2	x	2	2	3.1	2	5	-4	x	-15
COC(=O)[C@@]1(Cc2ccc(F)cc2)[C@H]2c3cc(C(=O)N(C)C)n(Cc4ccc(C)o4)c3C[C@H]2CN1C(=O)c1ccccc1	x	9	x	0.9	4	x	x	x	-2
CC1CC(CN)CC(CO)C1 (stereo not drawn)	-10	-10	-9	0.9	1	6	-7	1	-15
O=C(CCNc1cccc(Cl)c1)c1cccs1	-2	5	-9	1.5	-1	11	-5	-14	-23
COc1ccc(NC(=O)COC(=O)c2ccc(N3CCCC3=O)cc2)cc1	0	-9	12	0.0	1	-4	-5	-11	-14
C1CCCC(N2CCNCC2)CC1	-7	3	-5	0.1	2	5	-4	-5	-9

Quoted from the results shown for reference:
SMILES	OXTR potentiate	CHRM4 antagonist	CHRM1 antagonist	M1 ag parental	M4 ag	M1 PAM	CHRM1 agonist	CHO parental Ca	CHO-K1 Ca antag
CCOC(=O)Cc1cc(=O)[nH]c(=O)[nH]1	-14	-3	-7	0.1	0	7	-6	-2	-3
COCCNc1cc(C)nc2c(-c3ccccc3OC)c(C)nn12	-7	-4	-5	1.2	0	3	-5	-12	-5
CCCC/C(O)=C1\C(=O)CC(C)(C)CC1=Nc1ccccc1OC	2	8	-2	0.9	-3	3	-7	-22	-11

The list goes on:
SMILES	OXTR potentiate	CHRM4 antagonist	CHRM1 antagonist	M1 ag parental	M4 ag	M1 PAM	CHRM1 agonist	CHO parental Ca	CHO-K1 Ca antag
CCCCP(=O)(CCCC)c1ccccc1C(=O)O	-6	3	-7	0.2	1	-1	-3	-9	7
CCOc1ccccc1NC(=O)NC1CC2CCCC(C1)N2Cc1nnnn1CCc1ccccc1 (stereo not drawn)	-15	42*	3	0.8	-1	0	-4	-24	-9
COc1cccc(-c2c(NC(=O)c3ccco3)n(-c3ccc(C)cc3)nc(C)c2=O)c1	3	4	-1	-0.5	0	9	-1	-13	32*
CC(C)CC(=O)c1c[nH]c(C(=O)NCCc2ccccn2)c1	-2	-2	-3	0.5	2	5	-2	-2	15
O=C(NCc1ccco1)c1sc2cc(Cl)ccc2c1Cl	-8	-8	-1	-0.3	2	-5	-5	-14	-14
O=C(Nc1ccc(Cl)c(S(=O)(=O)N2CCOCC2)c1)c1ccc(Cl)nc1	x	-5	11	12	22	-5	1	x	-3
CN1CCN(C(=O)C2=C[C@@H](c3coc4ccccc4c3=O)C[C@@H](OCCCCO)O2)CC1	-8	3	-3	0.2	2	15	-8	-9	-17
COC(=O)c1ccc(C(=O)NC2CCCN(Cc3ccc(Cl)cc3)C2)nc1 (stereo not drawn)	-1	-4	4	0.3	0	-7	-4	-17	-5
O=C(CSc1ccccc1)NC1CCCCCC1	3	-1	-1	-0.2	0	1	-6	-11	-5
O=C(c1ccc2n[nH]nc2c1)N1CCN(c2ccc(C(F)(F)F)cn2)CC1	-9	-4	-8	5.9	11	0	-1	5	-10
Cc1ccc([C@@H]2[C@@H]3C(=O)N(c4ccccc4)C(=O)[C@@H]3[C@]3(C)C(=O)N(Cc4ccccn4)CC(=O)N23)o1	-9	9	-8	0.0	2	11	-3	-1	-3
Cc1ccc(S(=O)(=O)N(C)CCCC(=O)n2nc(C)cc2C)cc1	-10	-10	-12	1.6	4	6	0	-14	-9
COCCNC(=O)C(c1ccco1)N(C(=O)Cn1nnc2ccccc21)c1cc(C)ccc1C (stereo not drawn)	2	4	-17	-0.2	1	0	-4	-24	-1
COC(=O)c1ccccc1S(=O)(=O)NC(=O)c1ccccc1	-9	-8	-12	0.6	1	5	-5	-3	-8
COc1ccc(CC(=O)OCC(=O)Nc2cccnc2Cl)cc1OC	-15	-16	35*	0.6	0	1	6	-6	-7
COc1ccccc1-c1coc2c(CN3CCN(C)CC3)c(O)ccc2c1=O	0	3	-20	0.9	1	14	-2	-5	-7
N#Cc1ccc(C(=O)N2CCCCC2c2cc(C(=O)Nc3ccccc3Cl)no2)cc1 (stereo not drawn)	x	-16	-17	1.4	7	0	-4	x	-12
COC(=O)c1ccc(S(=O)(=O)c2ccc(Cl)cc2)c(N)c1	-8	-4	8	5.3	7	-4	3	-16	0
Cc1ccccc1NC(=O)N1CCC(C(=O)c2ccc(F)cc2)CC1	-20	-3	2	0.9	0	5	-3	2	-2
O=C(Nc1ncccc1O)c1ccc2c(c1)OCO2	-9	-6	-6	0.9	1	11	-1	-11	10
c1ccc(CN2CC[C@@H](Nc3nccn4ccnc34)C2)cc1	x	3	-9	-0.1	1	7	-8	x	1
CCOc1ccc(/C=N/NC(=O)CSc2n[nH]c(=O)[nH]c2=O)cc1OC	1	1	1	0.4	0	-4	-2	4	0
CC(Cc1cccs1)NC(=O)CCCn1nnnc1CN1CCOCC1 (stereo not drawn)	1	-1	14	-0.3	1	-4	-1	-3	20
COc1ccc(-n2ncc3c(N4CCN(c5cccc(C)c5C)CC4)ncnc32)cc1	-8	-5	6	-0.1	1	-2	-1	-1	6
Cc1nn(C(C)C(=O)N2CCc3ccccc3C2)c(=O)c2cc3occc3n12 (stereo not drawn)	-10	1	-13	-0.2	0	9	-3	-18	-1
CCc1ccc(NC(=O)CSc2nc3nc(C)cc(C)n3n2)cc1	-10	-1	15	5.7	6	15	10	-1	10
O=C(CSc1nnnn1-c1ccccc1)Nc1nc(-c2ccccc2)ns1	-8	3	-4	6.7	0	0	1	14	-9
O=C1C2C3CC(C(Br)C3Br)C2C(=O)N1CC1CCCO1 (stereo not drawn)	-9	-6	-7	2.2	1	9	-6	-12	-5
O=C1C(Cl)=C(N2CCN(Cc3ccccc3)CC2)C(=O)N1c1ccccc1	-23	-1	-21	0.5	0	8	-2	-9	-18
COc1ccc(NC(=O)CN(C)C(=O)c2ccc(C)s2)cc1	1	1	-33	0.1	0	2	3	-17	-19
COc1cccc(NC(=O)Nc2ccc(F)cc2)c1	x	4	6	9.4	13	-11	4	x	18
CC(=O)c1cccc(NS(=O)(=O)c2ccc(C(=O)Nc3ccccc3)cc2)c1	-18	3	13	13	18	-2	5	71*	0
C/C(=N\NC(=O)c1cc(Br)ccc1O)c1ccccn1	x	-13	-10	3.7	8	3	4	x	-7
O=C(O)c1cccc(-n2nc(-c3ccc(Cl)c([N+](=O)[O-])c3)c3ccccc3c2=O)c1	-1	6	-5	-0.4	-1	6	-10	1	-10
COCCNC(=O)C(c1ccc(Cl)cc1)N(C(=O)CCC(=O)Nc1ccccn1)C1CCCC1 (stereo not drawn)	0	-4	-39	-0.7	1	14	4	-30	5
